Screens from PubChem BioAssay.
GluA2 TARP mod: modulators of GluA2-stargazin AMPA receptor complexes, primary screen, cell-based, membrane potential dye; AID 1259245, 2017; calls only at 30 µM; Voltage-dependent calcium channel gamma-2 subunit (Mus musculus) + Glutamate receptor 2 …; HEK293 GluA2+stargazin, membrane potential dye (FDSS), glutamate EC50; hits were called plate by plate, in both directions; actives 3.5% (n = 40,000);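 active means any of four per-well response measures lying three or more SD from its plate-wide compound average, in either direction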
Target sequence (O88602 whole entry, looked up): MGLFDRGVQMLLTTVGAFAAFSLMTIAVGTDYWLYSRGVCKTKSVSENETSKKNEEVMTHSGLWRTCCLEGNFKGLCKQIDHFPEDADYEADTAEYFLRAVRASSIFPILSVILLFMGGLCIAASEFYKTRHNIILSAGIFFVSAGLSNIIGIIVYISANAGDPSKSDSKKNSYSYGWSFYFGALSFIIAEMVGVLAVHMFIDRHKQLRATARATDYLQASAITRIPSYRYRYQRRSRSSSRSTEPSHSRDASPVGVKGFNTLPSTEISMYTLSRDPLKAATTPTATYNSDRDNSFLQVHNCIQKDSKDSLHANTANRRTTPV
Target sequence (P19491 whole entry, looked up): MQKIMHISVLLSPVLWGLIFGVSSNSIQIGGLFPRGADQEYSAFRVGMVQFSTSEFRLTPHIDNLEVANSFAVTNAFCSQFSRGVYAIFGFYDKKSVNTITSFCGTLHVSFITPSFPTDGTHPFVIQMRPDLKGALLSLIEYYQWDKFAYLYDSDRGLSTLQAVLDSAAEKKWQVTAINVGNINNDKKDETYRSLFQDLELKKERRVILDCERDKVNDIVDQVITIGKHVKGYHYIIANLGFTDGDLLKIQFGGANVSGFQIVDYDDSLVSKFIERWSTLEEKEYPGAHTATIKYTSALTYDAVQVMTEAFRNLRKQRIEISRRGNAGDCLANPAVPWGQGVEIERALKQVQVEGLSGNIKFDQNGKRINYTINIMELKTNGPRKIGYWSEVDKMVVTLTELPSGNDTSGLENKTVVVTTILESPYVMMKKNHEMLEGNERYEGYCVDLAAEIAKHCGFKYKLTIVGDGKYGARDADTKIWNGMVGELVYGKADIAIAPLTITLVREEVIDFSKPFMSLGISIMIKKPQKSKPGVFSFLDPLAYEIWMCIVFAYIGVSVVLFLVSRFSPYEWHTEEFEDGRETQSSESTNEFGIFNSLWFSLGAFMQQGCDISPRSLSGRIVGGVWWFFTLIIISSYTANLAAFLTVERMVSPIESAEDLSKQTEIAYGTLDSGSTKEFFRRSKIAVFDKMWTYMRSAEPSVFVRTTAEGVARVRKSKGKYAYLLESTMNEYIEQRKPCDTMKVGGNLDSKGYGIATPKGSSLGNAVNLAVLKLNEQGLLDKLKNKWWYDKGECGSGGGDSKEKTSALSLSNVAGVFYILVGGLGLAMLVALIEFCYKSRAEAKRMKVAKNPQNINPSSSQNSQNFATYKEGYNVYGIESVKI
GluA2 TARP mod agonism max-min: recorded beside GluA2 TARP mod, whose call it bears; compound max-min signal; compound-alone response (agonism);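 unitless range of fluorescence divided by baseline over first 100 seconds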
GluA2 TARP mod glutamate slope: second read-out of GluA2 TARP mod, no call of its own (marks repeat the call); glutamate slope, % of max; measured here: glutamate response slope, % max;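 scaled per plate between vehicle wells and maximal 1 mM glutamate control wells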
* marks the source's active call; other numbers are inactive results; i = inactive; + = active, no number.

GluA2 TARP mod glutamate slope	GluA2 TARP mod	canonical_smiles	GluA2 TARP mod agonism max-min
65	i	COc1cccc(N2CC(c3nc4ccccc4n3CC(O)COc3c(C)cccc3C)CC2=O)c1 (stereo not given)	0.065
41	i	Cc1cc(C)n(-c2nc3c(c(=O)n(CC(N)=O)c(=O)n3C)n2Cc2ccccc2C)n1	0.048
55	i	CCOCCn1c(=O)c2c(nc3n2CCCN3c2ccccc2C)n(C)c1=O	0.045
55	i	Cc1ccccc1OCC(=O)NCC1CCN(C(=O)Nc2ccc(F)cc2)CC1	0.068
43*	+	CC(=O)N1CCc2c(sc(NC(=O)c3cc(C)n(C)n3)c2-c2nc3ccccc3s2)C1	0.17*
60	i	O=C(CCS(=O)(=O)c1ccccc1)N(CCN1CCOCC1)c1nc2c(F)cc(F)cc2s1	0.13
52	i	O=C(CSc1nc2ccsc2c(=O)n1CCc1ccccc1)Nc1ccccc1F	0.11
52	i	CCCCS(=O)(=O)N1CCC(c2nnc(C3CC3)o2)CC1	0.069
80	i	O=C(CCn1cnc2ccccc2c1=O)NCc1cccnc1	0.13
68	i	CCNS(=O)(=O)c1ccc(NC(=O)c2ccc3c(c2)OCO3)cc1	0.13
39	i	CNC(=O)Cc1ccc(NS(=O)(=O)Cc2ccc(Cl)cc2)cc1	0.057
56	i	CCOC(=O)c1sc(NC(=O)C2CCCCN2S(C)(=O)=O)cc1C (stereo not given)	0.16
66	i	Cc1ccc(-c2c(C)nn3c(NCC4CCCO4)cc(C)nc23)cc1 (stereo not given)	0.18
29	i	O=S(=O)(c1ccc(OC(F)(F)F)cc1)N1CCN(c2ccc3nncn3n2)CC1	0.078
47	i	CCc1ccc(NC2CC(=O)N(CCc3ccc(OC)c(OC)c3)C2=O)cc1 (stereo not given)	0.11
58	i	Cc1nn(C2CCS(=O)(=O)C2)c2nc(-c3ccccc3)cc(C(=O)NCc3cccs3)c12 (stereo not given)	0.09
78	i	COc1ccc(-n2c(C)cn3c4c(=O)n(Cc5cccc(C)c5)c(=O)n(C)c4nc23)c(OC)c1	0.1
59*	+	COc1ccc(-n2nc3c(c2NC(=O)C(=O)N2CCCCC2)CSC3)cc1	0.072*
53	i	Cc1ccc(C)c(-n2c(C)c(C)n3c4c(=O)n(CCN5CCOCC5)c(=O)n(C)c4nc23)c1	0.075
61	i	COc1cccc(-c2cc(CC(=O)NCCC(C)C)no2)c1	0.071

Carrying on.
GluA2 TARP mod glutamate slope	GluA2 TARP mod	canonical_smiles	GluA2 TARP mod agonism max-min
48	i	COc1ccc(S(=O)(=O)NCCNc2ccc(Nc3ccncc3)nn2)cc1C	0.22
47	i	COc1ccc(S(=O)(=O)N2CCCc3cc(NC(=O)C(C)C)ccc32)cc1	0.098
55	i	O=S(=O)(c1ccc(Cl)cc1)N1CCN(CC(O)COc2ccc3ccccc3c2)CC1 (stereo not given)	0.047
49*	+	Cc1ccccc1-c1ccc(N2CCC(C(=O)NCc3ccco3)CC2)nn1	0.036*
58	i	O=C(Cn1nc(-n2cccn2)ccc1=O)N1CCN(c2ccc(O)cc2)CC1	0.084
56	i	CC1CCN(C(=O)C2CCN(S(=O)(=O)c3ccccc3)CC2)CC1	0.072
47	i	CC(=O)Nc1ccc(NC(=O)C(=O)NCc2cccs2)cc1	0.044
63	i	COc1cccc(C(=O)Nc2ccc3c(c2)CCC(=O)N3)c1OC	0.1
55	i	COc1ccc(NC(=O)Nc2ccc(Cl)c(N3CCCS3(=O)=O)c2)cc1OC	0.094
53	i	CCn1nc(C(=O)NCCc2csc(-c3ccc(OC)cc3)n2)ccc1=O	0.055
61	i	COc1ccc(N2CCCS2(=O)=O)cc1NC(=O)C(=O)NCCC1=CCCCC1	0.086
53	i	O=C(COc1cccc2ccccc12)N1CCN(c2ccc(-c3ccncc3)nn2)CC1	0.09
58	i	O=C(CSc1nc(-c2ccccc2)[nH]c1S(=O)(=O)c1ccccc1)N1C(=O)Cc2ccccc21	0.13
60	i	COc1ccc(S(=O)(=O)N2CCCOC2CNC(=O)C(=O)NCc2ccccc2C)cc1C (stereo not given)	0.093
48	i	Cc1ccc(C(=O)NC(=S)Nc2ccc(S(N)(=O)=O)cc2)cc1I	0.019
38	i	Cc1cc(F)ccc1S(=O)(=O)NCC(c1ccsc1)N1CCOCC1 (stereo not given)	0.062
60	i	O=C(Cc1csc(Nc2ccccc2)n1)N1CCCC1	0.11
50	i	COc1ccc(C(=O)N2C(=S)C(c3ccc(Br)cc3)=NC2(C)C)cc1OC	0.18
62	i	Cc1nc(C)c(CC(=O)NC2CCCC2)s1	0.069
42	i	Nc1nc(CC23CC4CC(CC(C4)C2)C3)cs1	0.056

Continued.
GluA2 TARP mod glutamate slope	GluA2 TARP mod	canonical_smiles	GluA2 TARP mod agonism max-min
82	i	O=c1[nH]c2cc3c(cc2c(=O)n1Cc1nc(-c2ccccc2Cl)no1)OCO3	0.14
64	i	CC(C)OCCCn1c(N)c(S(=O)(=O)c2cccs2)c2nc3ccccc3nc21	0.14
58	i	COc1ccc(SCC(=O)Nc2sccc2C#N)cc1	0.1
56	i	COc1ccc(-c2nnc(NC(=O)c3cc(C)n(C)n3)o2)cc1OC	0.13
17*	+	COc1ccc(-c2ccc(=O)n(CCNS(=O)(=O)c3cc(C)c(C)cc3C)n2)cc1	0.051*
55	i	CC(C)S(=O)(=O)c1cccc(C(=O)Nc2nc(-c3ccc(Br)s3)cs2)c1	0.044
62	i	COc1ccc(F)cc1S(=O)(=O)Nc1cc2c3c(c1)CC(=O)N3CCC2	0.099
50	i	CC(=O)Nc1ccc(S(=O)(=O)NCc2ccsc2)cc1	0.02
62	i	COc1ccccc1-c1c(C)nn2c(NC3CCCC3)cc(C)nc12	0.13
60	i	CCc1nnsc1C(=O)Nc1ccc(S(=O)(=O)N2CCOCC2)cc1	0.14
61	i	CS(=O)(=O)N1CCCC1C(=O)Nc1nc2c(F)cccc2s1 (stereo not given)	0.12
35	i	CCN(CC)CCNC(=O)Cc1cc(-c2ccc(F)cc2F)on1	0.064
67	i	Cc1cc(NC(=O)C(=O)NCC2CCN(Cc3ccco3)CC2)c2ccccc2n1	0.16
34	i	COCCNC(=O)C(=O)NCc1ccsc1	0.029
4.3*	+	CCc1ccc(Oc2cc(N3CCC(C(=O)NCc4ccc(F)c(Cl)c4)CC3)ncn2)cc1	0.11*
60	i	COc1ccc(-c2ccc(=O)n(CCCNC(=O)c3ccc(S(N)(=O)=O)cc3)n2)cc1	0.12
34	i	CSc1ccccc1CN1CCC(CNC(=O)NCCc2ccccc2)CC1	0.056
30	i	O=C(c1ccc(F)cc1Cl)N1CCC2(CC1)NC(=O)N(CCOc1ccccc1)C2=O	0.061
60	i	COc1ccc(C2(CNS(=O)(=O)c3cc(C)ccc3OC)CCOCC2)cc1	0.052
62	i	CN1CCc2c(sc(NC(=O)c3ccc(Cl)cc3)c2-c2nc3ccccc3s2)C1	0.13

Going on with the list:
GluA2 TARP mod glutamate slope	GluA2 TARP mod	canonical_smiles	GluA2 TARP mod agonism max-min
30	i	Cc1ccc(C(=O)NCCOc2ccc3nnc(-c4ccccc4Cl)n3n2)cc1C	0.027
33	i	O=C(Oc1ccc2c(-c3cc4cc(Br)ccc4oc3=O)cc(=O)oc2c1)c1ccco1	0.072
61*	+	CC1=NN(c2ccccc2)C(=O)C1C(=O)c1cccc(F)c1 (stereo not given)	0.3*
56	i	CSCCC(C)(O)CNC(=O)C1c2ccccc2Oc2ccccc21 (stereo not given)	0.063
46	i	CCn1nc(C)cc1C(=O)N(CCN1CCOCC1)c1nc2c(OC)ccc(C)c2s1	0.13
48	i	CCOC(=O)c1ccc(NC(=O)CSc2c(COC)cnc3c2c(=O)n(C)c(=O)n3C)cc1	0.048
46	i	Cc1noc(C)c1C1NCCn2cccc21 (stereo not given)	0.046
38	i	O=C(NCc1ccccc1)Nc1ccc(Cl)c(Cl)c1	0.11
50	i	Cc1nc2sc(C(c3ccccc3F)N3CCN(Cc4ccccc4)CC3)c(O)n2n1 (stereo not given)	0.044
46	i	O=C(NCCCc1ccccc1)C(=O)Nc1ccc(N2CCCS2(=O)=O)cc1	0.031
53	i	CCSc1nnc(NC(=O)c2ccc(CSc3ccccc3)o2)s1	0.1
62	i	COc1ccc(-n2nnc(C(=O)OCc3nc(-c4cccc(Cl)c4)oc3C)c2C)cc1	0.061
74	i	O=C(/C=C/c1ccccc1)NCCn1ncc2c(NCCc3ccccc3)ncnc21	0.067
68	i	CNC(=O)Cc1ccc(NC(=O)c2ccc(S(=O)(=O)N(C)C)cc2)cc1	0.089
60	i	Cc1c(Cl)cccc1NC(=O)C(=O)NCCC(c1ccccc1)c1ccccc1	0.067
44	i	Cc1ccc2c(CC(=O)NCCCN3CCCC3=O)cc(=O)oc2c1	0.11
49	i	COc1ccccc1C(=O)N1CCCC(c2nn(C)c(=O)n2-c2ccccc2)C1 (stereo not given)	0.1
55	i	NCC1CCN(C(=O)/C=C/c2ccco2)CC1	0.05
63	i	CC(C)c1nnc(C2CCN(C(=O)CSCc3ccccc3)CC2)o1	0.12
76	i	CCCCCn1c(SCc2nc(-c3ccc(OC)cc3)no2)nc2ccsc2c1=O	0.084

Shown with the structure last: part of the list above
GluA2 TARP mod glutamate slope	GluA2 TARP mod	GluA2 TARP mod agonism max-min	Structure
63	i	0.12	CC(C)c1nnc(C2CCN(C(=O)CSCc3ccccc3)CC2)o1
76	i	0.084	CCCCCn1c(SCc2nc(-c3ccc(OC)cc3)no2)nc2ccsc2c1=O

The list continues.
GluA2 TARP mod glutamate slope	GluA2 TARP mod	canonical_smiles	GluA2 TARP mod agonism max-min
60	i	CS(=O)(=O)c1ccc(NC(=O)C2CCCN2S(C)(=O)=O)cc1 (stereo not given)	0.12
72	i	CCN(C1CCCCC1)S(=O)(=O)c1ccc(C(=O)Nc2ccccc2Cl)cc1	0.11
58	i	Cc1ccc(C(c2c(O)cc(C)n(Cc3ccco3)c2=O)N2CCN(c3ccccn3)CC2)cc1 (stereo not given)	0.084
78	i	COc1cc(-c2noc(CSc3nc4ccccc4c(=O)n3C(C)C)n2)cc(OC)c1OC	0.053
75	i	N#Cc1ccccc1NC(=O)CC(NCc1ccco1)C(=O)O (stereo not given)	0.068
61	i	Cc1cc(C)n(-c2cc(N3CCCC(C(=O)NC4CCSC4=O)C3)ncn2)n1 (stereo not given)	0.089
49	i	COC(=O)c1sc2nc(C)cc(C)c2c1N	0.26
60	i	O=C(NCc1cccs1)C(=O)NCC1CCN(Cc2ccco2)CC1	0.061
62	i	O=C(NCC1CCN(C(=O)c2cccnc2)CC1)C(=O)Nc1ccc(OC(F)(F)F)cc1	0.088
58	i	CCc1ccc(OC)c(S(=O)(=O)Nc2ccc3c(c2)NC(=O)C(C)(C)CO3)c1	0.12
55	i	CNC(=O)c1nsc(C(=O)NCc2ccccc2F)c1N	0.12
71*	+	CCc1ccc(NCc2cc3ccc(OC)cc3n(CC(=O)Nc3ccc(OC)cc3)c2=O)cc1	0.039*
31	i	Cc1cc(-c2nnc(NC(=O)CCS(=O)(=O)c3ccc(Cl)cc3)o2)nn1C	0.061
63	i	COc1cc(OC)c(-n2nnc(-c3nc(-c4ccccc4C)no3)c2C)cc1Cl	0.13
57	i	N#Cc1ccc(Cl)cc1NC(=O)C(=O)NCc1cccs1	0.091
70	i	CCS(=O)(=O)N1CCCc2cc(NS(=O)(=O)c3ccc(OC)cc3OC)ccc21	0.11
6	i	CCCN1CCCc2cc(CCNC(=O)C(=O)NCCc3ccccc3)ccc21	0.078
69	i	Cn1c(=O)c2c(SCC(=O)Nc3cccc4ccccc34)ccnc2n(C)c1=O	0.057
59	i	CS(=O)(=O)c1ccc(CC(=O)Nc2nc(-c3ccc(Br)s3)cs2)cc1	0.089
71	i	Cc1ccc(-n2ncc3c(=O)n(NC(=O)C(C)Oc4ccccc4)cnc32)cc1 (stereo not given)	0.084

Shown in markdown: 7 of the compounds above
| Structure | GluA2 TARP mod glutamate slope | GluA2 TARP mod | GluA2 TARP mod agonism max-min |
| --- | --- | --- | --- |
| O=C(NCc1cccs1)C(=O)NCC1CCN(Cc2ccco2)CC1 | 60 | i | 0.061 |
| COc1cc(OC)c(-n2nnc(-c3nc(-c4ccccc4C)no3)c2C)cc1Cl | 63 | i | 0.13 |
| N#Cc1ccccc1NC(=O)CC(NCc1ccco1)C(=O)O (stereo not given) | 75 | i | 0.068 |
| Cc1ccc(-n2ncc3c(=O)n(NC(=O)C(C)Oc4ccccc4)cnc32)cc1 (stereo not given) | 71 | i | 0.084 |
| CCc1ccc(OC)c(S(=O)(=O)Nc2ccc3c(c2)NC(=O)C(C)(C)CO3)c1 | 58 | i | 0.12 |
| Cc1cc(C)n(-c2cc(N3CCCC(C(=O)NC4CCSC4=O)C3)ncn2)n1 (stereo not given) | 61 | i | 0.089 |
| Cn1c(=O)c2c(SCC(=O)Nc3cccc4ccccc34)ccnc2n(C)c1=O | 69 | i | 0.057 |

Remaining list, next part
GluA2 TARP mod glutamate slope	GluA2 TARP mod	canonical_smiles	GluA2 TARP mod agonism max-min
50	i	COc1ccc(-c2nnc(NC(=O)c3ccc(OC)c(OC)c3)o2)c(OC)c1	0.14
48	i	COc1cccc(-n2nnc3c(N4CCN(C(=O)C(=O)c5c(C)[nH]c6ccccc56)CC4)ncnc32)c1	0.08
56	i	Cc1cccc2sc(N(Cc3ccncc3)C(=O)c3ccco3)nc12	0.084
39	i	CC(C)N(Cc1ccccc1)c1nc2c(c(=O)[nH]c(=O)n2C)n1CC(=O)O	0.044
58	i	Cc1ccc(CCC(=O)Nc2ccc(CC(=O)O)cc2)o1	0.066
40	i	O=S(=O)(c1ccc(Br)cc1)N1CCCC(c2nc(-c3cccc(F)c3)no2)C1 (stereo not given)	0.1
68	i	CCOC(=O)c1cn[nH]c1S(=O)(=O)N1CCC2(CC1)OCCO2	0.13

Results in GluA2 TARP mod agonism max-min, for some of the entries so far:
| smiles | GluA2 TARP mod agonism max-min |
| --- | --- |
| Cc1ccc(C(=O)NC(=S)Nc2ccc(S(N)(=O)=O)cc2)cc1I | 0.019 |
| Cc1cc(F)ccc1S(=O)(=O)NCC(c1ccsc1)N1CCOCC1 (stereo not given) | 0.062 |

Not all compounds are listed; rates above refer to the full screens.
